SMARCA2 activ – SMARCA2 (BRM) function activators, primary screen, cell-based, luminescence, high throughput; MG213 cells, MMTV-luciferase reporter, dexamethasone, overnight; AID 652017, 2013; activation, % at 9.1 µM; actives 1% (n = 370,000); in the data active = activation above about 7.8%;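 note: 0% = vehicle wells and 100% = reference activator wells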
GAA850 FXN act – FXN promoter activators, primary screen, cell-based, luciferase luminescence, HEK293 lucGAA850; HEK293 lucGAA850 FXN promoter luciferase reporter, 24 h; percent of 10 µM SAHA response; activation, % at 6 µM; actives 0.56% (n = 360,000);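 active = activation above the average of all compounds screened plus 3 SD, cutoff fixed separately per campaign, cut at about 7.5% in these data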;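 note: 0% = DMSO wells and 100% = 10 µM SAHA wells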
DAX1 inh-1 – DAX1 (NR0B1) inhibitors on StAR promoter, primary screen, cell-based, luminescence, SF-1 (NR5A1), full-length DAX-1; actives 1.1% (n = 370,000); AID 652010, 2013; inhibition, % at 6.8 µM; HEK293T StAR-luciferase reporter, SF-1/DAX-1 repression relief;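 active = inhibition above the mean over all tested compounds plus 3 SD, cut at about 3.6% in these data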;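 note: 0% = DAX-1 cells with DMSO and 100% = cells lacking DAX-1 with DMSO; higher inhibition means more luminescence from relief of DAX-1 repression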
sPLA2-III inh – human group III sPLA2 inhibitors, primary screen, biochemical, QFRET, BODIPY PC-A2 liposome substrate. inhibition, % at 12.2 µM. Group 3 secretory phospholipase A2 (Homo sapiens), Q9NZ20. AID 743126, 2013. actives 0.56% (n = 370,000). QFRET BODIPY PC-A2 liposome hydrolysis, fluorescence;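 active = inhibition above mean plus 3 SD of compounds lying within the high and low control bounds, cut at about 19% in these data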;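 note: 0% = median of test compound wells and 100% = no enzyme DMSO wells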
NPR1 activator – GC-A stimulated cGMP production enhancers – HEK293 GC-A cells, cGMP TR-FRET, EC30 ANP, primary screen; Atrial natriuretic peptide receptor 1 (Homo sapiens), P16066; 0% at EC30 ANP, 100% saturating ANP; activation, % at 10 µM; actives 0.14% (n = 370,000); AID 1671463, 2021; in the data active = activation above about 40%
ADAM10 inh – human ADAM10 inhibitors, primary screen, biochemical, QFRET, HTS. Disintegrin and metalloproteinase domain-containing protein 10 (Homo sapiens), O14672. recombinant ADAM10, EDANS/DABCYL FRET peptide cleavage, 3 h. inhibition, % at 7 µM. actives 0.62% (n = 370,000);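 active = inhibition above a per-campaign cutoff equal to the mean of compounds falling between control-based bounds plus 3 SD, cut at about 20% in these data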;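 note: 0% = DMSO wells while the 100% control is not disclosed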
NPR2 activator – human GC-B receptor activators, primary screen, HEK293 GC-B cells, cGMP TR-FRET, EC30 CNP; Atrial natriuretic peptide receptor 2 (Homo sapiens), P20594; AID 1920062, 2024; activation, % at 10 µM; actives 0.11% (n = 370,000); 0% at EC30 CNP, 100% saturating CNP;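 active = activation at 10 µM reaching about 35% in either raw or pattern-adjusted values, limit read from the data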
Target sequence (P20594 whole entry, looked up): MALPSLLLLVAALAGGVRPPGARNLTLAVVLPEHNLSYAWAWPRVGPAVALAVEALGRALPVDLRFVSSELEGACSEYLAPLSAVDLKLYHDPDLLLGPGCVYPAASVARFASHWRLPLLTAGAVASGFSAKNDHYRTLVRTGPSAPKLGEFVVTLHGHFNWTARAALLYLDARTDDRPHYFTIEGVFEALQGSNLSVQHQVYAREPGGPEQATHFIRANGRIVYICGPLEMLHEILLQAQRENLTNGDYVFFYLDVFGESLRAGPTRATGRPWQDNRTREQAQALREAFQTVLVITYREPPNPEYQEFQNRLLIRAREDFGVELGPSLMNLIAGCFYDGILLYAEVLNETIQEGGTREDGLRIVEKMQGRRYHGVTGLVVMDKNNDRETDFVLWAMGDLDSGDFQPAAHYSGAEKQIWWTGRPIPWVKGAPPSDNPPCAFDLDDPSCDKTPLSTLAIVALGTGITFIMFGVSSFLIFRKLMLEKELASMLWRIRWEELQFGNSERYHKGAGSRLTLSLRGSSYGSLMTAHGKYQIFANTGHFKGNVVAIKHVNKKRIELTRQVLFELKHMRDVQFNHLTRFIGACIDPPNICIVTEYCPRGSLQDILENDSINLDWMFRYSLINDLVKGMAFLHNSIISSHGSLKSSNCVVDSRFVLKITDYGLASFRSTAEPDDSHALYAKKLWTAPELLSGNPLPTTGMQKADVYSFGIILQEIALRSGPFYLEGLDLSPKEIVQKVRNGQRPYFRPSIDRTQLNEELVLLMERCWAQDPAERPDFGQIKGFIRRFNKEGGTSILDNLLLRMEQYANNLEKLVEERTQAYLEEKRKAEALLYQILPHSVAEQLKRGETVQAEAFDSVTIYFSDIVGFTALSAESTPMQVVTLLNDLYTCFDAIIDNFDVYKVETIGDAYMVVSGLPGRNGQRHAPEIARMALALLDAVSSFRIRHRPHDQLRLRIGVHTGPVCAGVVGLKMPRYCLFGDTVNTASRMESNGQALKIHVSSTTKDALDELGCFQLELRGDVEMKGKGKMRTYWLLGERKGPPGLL
hcDAF-12 act – H. contortus DAF-12 nuclear receptor activators, primary screen, cell-based, luminescence, HEK293, lit1-tk-luc reporter | HEK293 hcDAF-12 lit1-tk-luc reporter; 0% DMSO, 100% Δ7-dafachronic acid | AID 652067, 2013 | actives 1.4% (n = 370,000) | activation, % at 6.8 µM;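 active = activation above the mean of all tested compounds plus 3 SD, cut at about 5.5% in these data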;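 note: 100% = response to 3 µM Δ7-dafachronic acid high control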
DAX1 inh-2 – DAX1 (NR0B1) inhibitors, primary screen, cell-based, HEK293, Gal4-DAX1, luciferase luminescence; Nuclear receptor subfamily 0 group B member 1 (Homo sapiens), P51843; HEK293 Gal4-DAX1 luciferase reporter; inhibition, % at 6.75 µM; actives 0.99% (n = 340,000); AID 504766, 2011;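 active = inhibition above the mean over all tested compounds plus 3 SD, cut at about 4.2% in these data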;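 note: 0% = DAX1-transfected cells with DMSO and 100% = empty-vector control cells with DMSO; inhibition shows as a rise in luminescence from relieved DAX1 repression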
ssDAF-12 act – S. stercoralis DAF-12 nuclear receptor activators, primary screen, cell-based, luminescence, HEK293, GRIP1 co-expression, lit1-tk-luc; Nuclear hormone receptor DAF-12 (Strongyloides stercoralis); activation, % at 6.8 µM; actives 1% (n = 370,000); HEK293 ssDAF-12/GRIP1 lit1-tk-luc reporter; % of 3 µM dafachronic acid response; AID 652126, 2013;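 active = activation above the mean over all tested compounds plus 3 SD, cut at about 0.9% in these data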;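 note: 0% = DMSO-only wells and 100% = 3 µM delta7-dafachronic acid wells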
hgDAF-12 ag – H. glycines DAF-12 receptor agonists, primary screen, cell-based, luminescence, HEK293, GAL4 fusion, UAS-luciferase. activation, % at 6.8 µM. AID 687014, 2013. actives 1.8% (n = 370,000). Nuclear hormone receptor DAF-12 (Heterodera glycines), GAL4 fusion. HEK293 GAL4-hgDAF12 UAS-luciferase reporter, agonist luminescence; normalized to butyrate control;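 active = activation above a cutoff set at the mean of all screened compounds plus 3 SD, cut at about 10% in these data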;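 note: 0% = DMSO wells and 100% = sodium butyrate wells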
* marks the source's active call; other numbers are inactive results.

Results for Cn1c(-c2csc(-c3cccc(C(F)(F)F)c3)n2)n[nH]c1=S ?
SMARCA2 activ: -5; GAA850 FXN act: 0.9; DAX1 inh-1: -0.8; sPLA2-III inh: 11; NPR1 activator: -14; ADAM10 inh: -9; NPR2 activator: -14; hcDAF-12 act: -1.5; DAX1 inh-2: -0.5; ssDAF-12 act: -1.1; hgDAF-12 ag: -4.1

How did CCc1c(C)nc2ncnn2c1NCc1cccs1 do in these assays?
SMARCA2 activ: -4; GAA850 FXN act: 0.4; DAX1 inh-1: -1.5; sPLA2-III inh: -3; NPR1 activator: 9; ADAM10 inh: -5; NPR2 activator: 5; hcDAF-12 act: -3.0; DAX1 inh-2: -2.6; ssDAF-12 act: -1.6; hgDAF-12 ag: -3.0

How did Nc1nnc(SCC(=O)OCc2ccccc2)s1 do in these assays?
SMARCA2 activ: 0; GAA850 FXN act: -1.3; DAX1 inh-1: 0.1; sPLA2-III inh: 3; NPR1 activator: -2; ADAM10 inh: -6; NPR2 activator: -7; hcDAF-12 act: 2.0; DAX1 inh-2: -0.3; ssDAF-12 act: -1.4; hgDAF-12 ag: 1.9

Results for O=C1CS/C(=N/N=C/c2ccncc2)N1 ?
SMARCA2 activ: 0; GAA850 FXN act: 2.0; DAX1 inh-1: -0.1; sPLA2-III inh: -6; NPR1 activator: 3; ADAM10 inh: 7; NPR2 activator: 4; hcDAF-12 act: 0.1; ssDAF-12 act: -1.9; hgDAF-12 ag: 0.8

What do the screens show for `O=c1c2ccccc2cnn1CCOc1cccc(Br)c1`?
SMARCA2 activ: 5; GAA850 FXN act: 1.3; DAX1 inh-1: 0.6; sPLA2-III inh: -2; NPR1 activator: 3; ADAM10 inh: -10; NPR2 activator: 5; hcDAF-12 act: 1.3; DAX1 inh-2: 2.5; ssDAF-12 act: -0.7; hgDAF-12 ag: 10

How did COc1ccc(SCCN2CC[C@@H](NC(=O)OCc3ccccc3)CCC2=O)cc1 do in these assays?
SMARCA2 activ: 0; GAA850 FXN act: -0.4; DAX1 inh-1: -0.4; sPLA2-III inh: -4; NPR1 activator: -2; ADAM10 inh: 3; NPR2 activator: 0; hcDAF-12 act: -2.0; DAX1 inh-2: -0.1; ssDAF-12 act: -1.3; hgDAF-12 ag: -2.0

Results for CCOC(=O)c1sc(=S)n(C)c1NC(=O)c1ccccc1Cl ?
SMARCA2 activ: -1; GAA850 FXN act: -0.5; DAX1 inh-1: -0.1; sPLA2-III inh: 16; NPR1 activator: 3; ADAM10 inh: -3; NPR2 activator: 1; hcDAF-12 act: 1.1; DAX1 inh-2: -0.1; ssDAF-12 act: 0.1; hgDAF-12 ag: -1.9

What do the screens show for `COCCOc1cc(-n2cccc2)c(Cl)cc1Cl`?
SMARCA2 activ: 6; GAA850 FXN act: 1.9; DAX1 inh-1: -0.8; sPLA2-III inh: -2; NPR1 activator: 0; ADAM10 inh: 8; NPR2 activator: -4; hcDAF-12 act: -0.9; DAX1 inh-2: 0.9; ssDAF-12 act: -1.4; hgDAF-12 ag: 0.0

How did COC(=O)c1sc(C(=O)OC)c(C(=O)OC)c1C(=O)OC do in these assays?
SMARCA2 activ: 5; GAA850 FXN act: 2.6; DAX1 inh-1: -0.1; sPLA2-III inh: -5; NPR1 activator: -7; ADAM10 inh: -4; NPR2 activator: -1; hcDAF-12 act: -0.3; DAX1 inh-2: 0.0; ssDAF-12 act: -1.8; hgDAF-12 ag: 3.8

Results for COc1cc2c(cc1OC)CN(C(C)C(=O)Nc1ccc(NC(C)=O)cc1)CC2 (centres undefined) ?
SMARCA2 activ: 5; GAA850 FXN act: -1.0; DAX1 inh-1: 0.4; sPLA2-III inh: 1; NPR1 activator: 3; ADAM10 inh: 2; NPR2 activator: 2; hcDAF-12 act: -1.2; DAX1 inh-2: 2.9; ssDAF-12 act: -1.2; hgDAF-12 ag: 3.1

Results for COc1ccc(CNC(=O)C2CCN(S(=O)(=O)c3cccnc3)CC2)cc1 ?
SMARCA2 activ: 1; GAA850 FXN act: 0.1; DAX1 inh-1: 0.1; sPLA2-III inh: 5; NPR1 activator: 2; ADAM10 inh: 4; NPR2 activator: 4; hcDAF-12 act: -0.2; DAX1 inh-2: 0.5; ssDAF-12 act: -0.2; hgDAF-12 ag: 0.8

What do the screens show for `CC(NC(=O)c1ccc(S(=O)(=O)Nc2ccccc2Cl)cc1)c1ccncc1` (centres undefined)?
SMARCA2 activ: -1; GAA850 FXN act: -0.5; DAX1 inh-1: -1.0; sPLA2-III inh: -2; NPR1 activator: 3; ADAM10 inh: -7; NPR2 activator: 0; hcDAF-12 act: 0.0; DAX1 inh-2: -0.9; ssDAF-12 act: -1.0; hgDAF-12 ag: 0.9

What do the screens show for `CC(C)N1CCN(Cc2ccc(Sc3nncn3C)o2)CC1CCO` (centres undefined)?
SMARCA2 activ: -1; GAA850 FXN act: 1.2; DAX1 inh-1: 0.2; sPLA2-III inh: 4; NPR1 activator: 3; ADAM10 inh: -12; NPR2 activator: 1; hcDAF-12 act: 0.3; DAX1 inh-2: -0.4; ssDAF-12 act: -0.4; hgDAF-12 ag: 0.9

Results for O=C1NC2(CCCC2)N=C1c1ccc(Cl)cc1 ?
SMARCA2 activ: -2; GAA850 FXN act: 1.3; DAX1 inh-1: 0.8; sPLA2-III inh: 8; NPR1 activator: 3; ADAM10 inh: 15; NPR2 activator: 0; hcDAF-12 act: -0.7; DAX1 inh-2: -0.2; ssDAF-12 act: -0.9; hgDAF-12 ag: 1.4

Results for Cc1ccc(S(=O)(=O)N2CCC(=O)N([C@H](COCc3ccccc3)C(C)C)CC2)cc1 ?
SMARCA2 activ: -5; DAX1 inh-1: 0.5; sPLA2-III inh: -1; NPR1 activator: -1; ADAM10 inh: -10; NPR2 activator: 2; hcDAF-12 act: -0.6; ssDAF-12 act: -0.4; hgDAF-12 ag: -0.5

Reprinted at random: two compounds from above.
What do the screens show for `O=c1c2ccccc2cnn1CCOc1cccc(Br)c1`?
SMARCA2 activ: 5; GAA850 FXN act: 1.3; DAX1 inh-1: 0.6; sPLA2-III inh: -2; NPR1 activator: 3; ADAM10 inh: -10; NPR2 activator: 5; hcDAF-12 act: 1.3; DAX1 inh-2: 2.5; ssDAF-12 act: -0.7; hgDAF-12 ag: 10

How did COc1ccc(SCCN2CC[C@@H](NC(=O)OCc3ccccc3)CCC2=O)cc1 do in these assays?
SMARCA2 activ: 0; GAA850 FXN act: -0.4; DAX1 inh-1: -0.4; sPLA2-III inh: -4; NPR1 activator: -2; ADAM10 inh: 3; NPR2 activator: 0; hcDAF-12 act: -2.0; DAX1 inh-2: -0.1; ssDAF-12 act: -1.3; hgDAF-12 ag: -2.0

Following part:
Results for O=C(OCc1cn([C@@H]2C[C@H](c3ccccc3)N(C(=O)C3CCCCC3)C[C@H]2O)nn1)c1ccccc1 ?
SMARCA2 activ: 1; GAA850 FXN act: -3.2; DAX1 inh-1: -0.7; sPLA2-III inh: -13; NPR1 activator: -1; ADAM10 inh: 2; NPR2 activator: -9; hcDAF-12 act: 1.7; DAX1 inh-2: 0.7; ssDAF-12 act: -1.0; hgDAF-12 ag: 0.2

Results for CC(C(=O)Nc1ccc2c(c1)OCO2)N1CCN(C)CC1 (centres undefined) ?
SMARCA2 activ: -1; GAA850 FXN act: 1.9; DAX1 inh-1: 0.1; sPLA2-III inh: 1; NPR1 activator: -2; ADAM10 inh: 0; NPR2 activator: -5; hcDAF-12 act: -0.4; DAX1 inh-2: -0.2; ssDAF-12 act: -0.5; hgDAF-12 ag: 0.4

Results for COc1cc2c(cc1OC)C(c1ccccc1)N(C(=O)C(C)(C)C)CC2 (centres undefined) ?
SMARCA2 activ: 0; GAA850 FXN act: 3.5; DAX1 inh-1: 0.1; sPLA2-III inh: -2; NPR1 activator: -22; ADAM10 inh: -7; NPR2 activator: -4; hcDAF-12 act: 0.0; DAX1 inh-2: -0.2; ssDAF-12 act: -1.2; hgDAF-12 ag: 0.5

How did Cc1ccc(C2CC(=O)Nc3cc4c(cc32)OCO4)o1 (centres undefined) do in these assays?
SMARCA2 activ: -2; GAA850 FXN act: -0.1; DAX1 inh-1: -1.1; sPLA2-III inh: 2; NPR1 activator: -4; ADAM10 inh: -11; NPR2 activator: -9; hcDAF-12 act: -0.5; DAX1 inh-2: -0.7; ssDAF-12 act: -1.6; hgDAF-12 ag: 0.2

What do the screens show for `NC(=O)c1ccc(Cc2ncc(C(F)(F)F)cc2Cl)s1`?
SMARCA2 activ: 1; GAA850 FXN act: 0.4; DAX1 inh-1: -0.8; sPLA2-III inh: -3; NPR1 activator: -2; ADAM10 inh: 2; NPR2 activator: 3; hcDAF-12 act: -0.6; DAX1 inh-2: -0.5; ssDAF-12 act: -1.0; hgDAF-12 ag: 0.6

What do the screens show for `NS(=O)(=O)c1ccc(CCNC(=O)CCCn2ncn3c(cc4occc43)c2=O)cc1`?
SMARCA2 activ: 3; GAA850 FXN act: -0.2; DAX1 inh-1: 0.3; sPLA2-III inh: 2; NPR1 activator: 2; ADAM10 inh: -2; NPR2 activator: 2; hcDAF-12 act: -1.7; DAX1 inh-2: 0.0; ssDAF-12 act: -0.9; hgDAF-12 ag: -1.3

Results for CC(C)NC(=O)c1cc(-c2ccc(F)cc2OC(C)C)n[nH]1 ?
SMARCA2 activ: -1; GAA850 FXN act: 1.9; DAX1 inh-1: -0.6; sPLA2-III inh: 2; NPR1 activator: -2; ADAM10 inh: -6; NPR2 activator: 3; hcDAF-12 act: -3.2; ssDAF-12 act: -1.8; hgDAF-12 ag: -4.8

How did O=C(COc1ccc2ccccc2c1Br)NNC(=O)Nc1ccccc1 do in these assays?
SMARCA2 activ: -3; GAA850 FXN act: -2.4; DAX1 inh-1: -0.4; sPLA2-III inh: -36; NPR1 activator: 0; ADAM10 inh: 4; NPR2 activator: -3; hcDAF-12 act: -2.0; DAX1 inh-2: -0.4; ssDAF-12 act: -1.6; hgDAF-12 ag: 2.8

Source: PubChem
